High-throughput results from PubChem.
NSD2 inh: NSD2 histone methyltransferase inhibitors, primary screen, biochemical, AlphaScreen, single concentration, set 2; Histone-lysine N-methyltransferase NSD2 (Homo sapiens), O96028; NSD2 peptide methylation, 120 min; inhibition, % at 12.5 µM; 310,000 compounds, 0.54% hits; AID 743445, 2014; in the data active = inhibition above about 50%
Target sequence (O96028 whole entry, looked up): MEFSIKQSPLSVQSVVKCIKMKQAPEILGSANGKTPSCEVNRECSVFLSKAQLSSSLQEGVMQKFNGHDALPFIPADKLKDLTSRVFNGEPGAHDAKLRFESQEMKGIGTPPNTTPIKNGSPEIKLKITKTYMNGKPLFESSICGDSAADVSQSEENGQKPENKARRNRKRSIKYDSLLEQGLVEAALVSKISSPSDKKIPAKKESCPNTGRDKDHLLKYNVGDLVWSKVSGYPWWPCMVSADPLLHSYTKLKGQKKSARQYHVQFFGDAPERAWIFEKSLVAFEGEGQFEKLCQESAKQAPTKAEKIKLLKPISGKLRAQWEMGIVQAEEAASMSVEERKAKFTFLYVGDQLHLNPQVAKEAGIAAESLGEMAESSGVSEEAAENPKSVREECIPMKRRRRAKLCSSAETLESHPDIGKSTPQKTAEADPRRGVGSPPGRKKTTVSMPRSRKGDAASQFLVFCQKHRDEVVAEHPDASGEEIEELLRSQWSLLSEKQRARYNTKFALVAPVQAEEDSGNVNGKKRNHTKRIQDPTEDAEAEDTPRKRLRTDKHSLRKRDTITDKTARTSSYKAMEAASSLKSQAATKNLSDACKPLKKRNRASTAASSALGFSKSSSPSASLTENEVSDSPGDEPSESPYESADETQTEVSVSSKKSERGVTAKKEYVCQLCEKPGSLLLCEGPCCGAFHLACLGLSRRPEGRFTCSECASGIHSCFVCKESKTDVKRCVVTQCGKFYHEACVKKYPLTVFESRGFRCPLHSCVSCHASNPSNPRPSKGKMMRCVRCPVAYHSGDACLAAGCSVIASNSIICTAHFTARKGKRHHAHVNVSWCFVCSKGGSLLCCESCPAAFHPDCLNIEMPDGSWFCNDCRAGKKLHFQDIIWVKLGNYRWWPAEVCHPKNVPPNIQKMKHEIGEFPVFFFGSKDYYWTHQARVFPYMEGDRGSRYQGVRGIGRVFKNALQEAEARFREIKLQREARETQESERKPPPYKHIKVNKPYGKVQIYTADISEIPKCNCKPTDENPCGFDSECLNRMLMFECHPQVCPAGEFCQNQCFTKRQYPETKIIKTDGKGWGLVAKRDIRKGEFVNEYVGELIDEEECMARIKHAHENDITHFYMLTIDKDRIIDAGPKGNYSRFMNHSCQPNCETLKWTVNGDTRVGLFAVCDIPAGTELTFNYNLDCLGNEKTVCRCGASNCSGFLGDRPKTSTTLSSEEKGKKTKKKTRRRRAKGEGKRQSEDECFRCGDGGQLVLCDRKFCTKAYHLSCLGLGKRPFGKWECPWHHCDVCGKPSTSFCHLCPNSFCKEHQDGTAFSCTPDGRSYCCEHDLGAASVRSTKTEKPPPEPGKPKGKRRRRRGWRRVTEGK
The depositor's hits bear a star. The list is partial; count on the stated rates, not on these rows.

SMILES | NSD2 inh
CCCCNC(=O)C1(C)CCCCN1C(=O)c1cc(C)n(C(C)(C)C)n1 (stereo not drawn) | -0.2
Nc1nc(=O)n([C@@H]2CS[C@H](CO)O2)cc1F | -4.0
COc1ccccc1NC(=O)Nc1nc(C(N)Cc2ccccc2)cs1 (stereo not drawn) | -3.1
CCN1CCCC1CNC(=O)c1ccc2c(c1)NC(=O)/C(=C\c1ccccc1F)S2 (stereo not drawn) | 21.8
CC1(C(=O)Nc2ccc(Cl)cc2)Cc2c(-c3ccc(C(N)=O)cc3)ccnc2O1 (stereo not drawn) | 4.3
Cn1nnnc1NN=Cc1ccccc1 | 1.7
CCN(CC)C(=O)c1csc([C@H]2C[C@H](O)[C@@H](CO)O2)n1 | 0.5
CCNC(=O)C1(C)CCN(Cc2noc(-c3c(C)noc3C)n2)C1 (stereo not drawn) | 0.9
CCC(C)C(NC(=O)C(Cc1ccc(O)cc1)NC(=O)OCc1ccccc1)C(=O)OC (stereo not drawn) | -1.0
O=C(NCc1cccs1)c1ccc(-c2ccc(F)c(F)c2)c2ccoc12 | -3.2

Arranged by value in NSD2 inh (falling): 6 of the compounds above.
SMILES | NSD2 inh
CCN1CCCC1CNC(=O)c1ccc2c(c1)NC(=O)/C(=C\c1ccccc1F)S2 (stereo not drawn) | 21.8
CCNC(=O)C1(C)CCN(Cc2noc(-c3c(C)noc3C)n2)C1 (stereo not drawn) | 0.9
CCN(CC)C(=O)c1csc([C@H]2C[C@H](O)[C@@H](CO)O2)n1 | 0.5
CCCCNC(=O)C1(C)CCCCN1C(=O)c1cc(C)n(C(C)(C)C)n1 (stereo not drawn) | -0.2
O=C(NCc1cccs1)c1ccc(-c2ccc(F)c(F)c2)c2ccoc12 | -3.2
Nc1nc(=O)n([C@@H]2CS[C@H](CO)O2)cc1F | -4.0

The list continues.
SMILES | NSD2 inh
CCc1ccc(N(CC(=O)N2CCCC2)S(C)(=O)=O)cc1 | 2.6
Cc1ccc(C(NC(=O)C2CCN(CCOc3ccc(Cl)cc3Cl)CC2)c2ccccn2)cc1 (stereo not drawn) | -0.4
COc1ccc(/C=C2\SC(=S)N(CCC(=O)N3CCOCC3)C2=O)cc1OC | 6.0
CCCC1CCC2(CC1)CCC2OC(=S)Nc1ccc(Cl)cc1 (stereo not drawn) | -1.0
O=c1[nH]nc(Sc2ccccc2)c(=S)[nH]1 | -0.9
CC(=O)Nc1ccc(-c2ccnc3c2CC(C(=O)Nc2ccc(C(C)C)cc2)O3)cc1 (stereo not drawn) | 0.0
CNc1ncnc2c1ncn2[C@H]1CN(Cc2ccc3c(c2)OCO3)C[C@@H](CO)O1 | 2.7
Cn1c2ccc(F)cc2c2nnc(NN)nc21 | 12.1
CC1(Oc2ccccc2-c2ccno2)CCN(Cc2csc3ccccc23)C1 (stereo not drawn) | 4.7
O=C(O)Cc1cccc2c(=O)cc(-c3ccccc3)oc12 | 0.3
COc1ccccc1NC(=O)Nc1nc(C(N)Cc2ccc(C(F)(F)F)cc2)cs1 (stereo not drawn) | 0.1
COC(=O)c1cc(=O)nc(NN=Cc2ccco2)s1 | 3.1
Cn1c(=O)c2cc(NC(=S)NC3CC3)ccc2n1Cc1ccc(F)cc1 | 2.3
COc1ccc(CCN2C(=O)CCC3=C2CCCC3=O)cc1OC | -0.7
CCOC(=O)N(C)c1c(CC)nc2c(OCc3ccc(F)cc3)cccn12 | 0.7
CCOC(=O)C1=C(COC(=O)Cc2ccccc2[N+](=O)[O-])NC(=O)NC1C (stereo not drawn) | 0.8
CCOC(=O)C1(C)CCN1C(=O)c1ccc(Cl)cc1Cl (stereo not drawn) | -1.6
CCOC(=O)C1(C)CCCN1C(=O)c1ccc(F)c(Cl)c1 (stereo not drawn) | -0.2
CC1(C)CC(=O)C=C(Nc2ccccc2NC(=O)c2cc(Cl)ccc2F)C1 | -1.9
CC1(C(=O)NCc2ccc(Cl)cc2)CCN1C(=O)Cc1cccs1 (stereo not drawn) | -0.9
N#Cc1ccc(OCC(=O)OCC(=O)N2CCc3ccccc32)cc1 | -0.4
COCCCN1C(=O)C(CC(=O)NCCN2CCOCC2)CC(C(=O)N2CCCCCC2)=C1C (stereo not drawn) | -0.9
O=C(NCCc1c[nH]c2ccccc12)OCc1cn(-c2cccc(Cl)c2)nn1 | 1.4
CC(C)(C)CCN1C[C@@H]2C(CNC(=O)c3cc(Cl)cc(Cl)c3)[C@@H]2C1 (stereo partly drawn) | -1.7
COc1cc2c3c(c1OC)C(=O)CC3CCCC2 (stereo not drawn) | 1.2
COc1cc(CN2CCC(C(=O)NC(c3ccc(-c4ccccc4)cc3)c3cnccn3)CC2)cc(OC)c1 (stereo not drawn) | -3.0
CCN(C(=O)Nc1cccc2ccccc12)c1ccccc1 | -0.4
COc1ccc(-n2c(SCc3cccc4ccccc34)nnc2-c2ccccc2)cc1 | 1.3
COc1cc(/C=C/C(=O)c2ccccc2)cc(OC)c1OC | 15.8
O=C(Nc1ccc(C(O)c2ccccc2)cc1)[C@H]1C[C@H](O)[C@@H](CO)O1 (stereo partly drawn) | -4.1
CC1(C(=O)Nc2cnc3ccccc3c2)CCN1CCc1ccccc1 (stereo not drawn) | -2.8
CC1(Cc2ccccc2Cl)C(=O)Nc2ccc(OC(F)(F)F)cc21 (stereo not drawn) | 0.7
COc1ccc(NC(=O)c2cc(C3CCCCN3C(=O)OCc3ccccc3)on2)c(C)c1 (stereo not drawn) | -4.9
O=S(=O)(O)Sc1ccccc1 | -1.8
CCC(C)N(C(=O)CNc1nnnn1-c1ccccc1)C(C)CC (stereo not drawn) | -1.7
CC1=CC(=O)Nc2ncccc2O1 | -2.4
CC(=O)N1CCCN(C2=Nc3ccccc3Sc3ccccc32)CC1 | 0.9
CC1(C(=O)Nc2cccc(C(F)(F)F)c2)Cc2c(-c3ccccc3)ccnc2O1 (stereo not drawn) | -1.3
COc1ccc(CC(N)c2csc(NC(=O)c3ccc(F)cc3)n2)cc1 (stereo not drawn) | -2.4
CN(Cc1ccccc1)C(=O)OCc1cn(Cc2c(F)cccc2F)nn1 | -1.3
O=C(NC(c1ccc(Cl)cc1)c1cnccn1)C1CCN(Cc2ccc(Cl)cc2)CC1 (stereo not drawn) | -0.1
O=C(CCCN1C(=O)c2cccc3cccc(c23)C1=O)OCC(=O)N1CCCCC1 | 0.4
O=C(NNC(=S)Nc1cccc(C(F)(F)F)c1)c1ccncc1 | 3.3
CCc1cc2c(SCC(=O)N3CCN(C(=O)c4cccs4)CC3)ncnc2s1 | -1.4
COc1ccc(C(=O)C(=O)N2CCN(S(=O)(=O)c3cccc4c(N(C)C)cccc34)CC2)cc1OC | -2.8
O=C(NCc1ccc(Cl)c(Cl)c1)c1cc(C2CCCCN2C(=O)c2ccccn2)on1 (stereo not drawn) | -1.2
c1ccc(Cn2c(-c3cccs3)nc3nc4ccccc4nc32)cc1 | -3.0
COc1cc(OC)c(OC)cc1C=Cc1ccc2ccccc2n1 | -4.3
COCCCNC(=O)[C@H]1O[C@@H](n2cnc3c(=O)[nH]c(N)nc32)[C@H](O)[C@@H]1O | -4.6
CC(Oc1ccc(Cl)cc1)C(=O)Nc1cccc(S(=O)(=O)N2CCCC2)c1 (stereo not drawn) | -0.7
Later entries
SMILES | NSD2 inh
Cc1ccccc1-c1cnc(C(O)c2ccc(Cl)cc2C)[nH]1 (stereo not drawn) | 5.2
CCC(=O)N1CCc2cc(Br)c(S(=O)(=O)NC3CCN(Cc4ccccc4)CC3)cc21 | 3.2
OC[C@@H]1CN(Cc2ccccc2)C[C@H](n2cnc3c(NCc4ccco4)ncnc32)O1 | 1.3
CC(C)(C)c1ccc(CC(=O)N2CCC2(C)C(=O)NS(=O)(=O)c2ccc(F)cc2F)cc1 (stereo not drawn) | -11.0
CC1=C(C(=O)N2CCCCCC2)CC(CC(=O)NCCCN(C)C)C(=O)N1CCCN1CCCC1=O (stereo not drawn) | 8.8
CCOC(=O)c1csc(-c2ccc(COC(=O)c3ccccc3)o2)n1 | -2.5
NC(=O)c1ccccc1-c1noc(-c2ccccc2F)n1 | 30.4
CC1=C(C(=O)N2CCCCCC2)CC(CC(=O)NCCc2ccccn2)C(=O)N1CCC1=CCCCC1 (stereo not drawn) | -3.9
CC(C)c1ccc(CC(=O)N2CCC2(C)C(=O)NCc2cccc3ccccc23)cc1 (stereo not drawn) | -0.6
COc1ccc(-c2ccc(C(=O)NCc3ccc(C(F)(F)F)cc3)c3occc23)c(C)c1 | -4.1

As entered above:
COc1cc(OC)c(OC)cc1C=Cc1ccc2ccccc2n1 in NSD2 inh → -4.3
O=C(NC(c1ccc(Cl)cc1)c1cnccn1)C1CCN(Cc2ccc(Cl)cc2)CC1 (stereo not drawn) in NSD2 inh → -0.1
CCOC(=O)N(C)c1c(CC)nc2c(OCc3ccc(F)cc3)cccn12 in NSD2 inh → 0.7

Next part
SMILES | NSD2 inh
CCNC(=O)C1(C)CCCN(Cc2noc(-c3ccccc3OC)n2)C1 (stereo not drawn) | 0.2
NC(COCc1ccccc1)c1csc(Nc2ccccn2)n1 (stereo not drawn) | 5.2
CCOC(=O)N1CCC(NC(=O)Cn2c3ccccc3c3cn[nH]c(=O)c32)CC1 | 5.6
O=C(NCc1ccccc1)c1cc(C2CCCCN2S(=O)(=O)c2cccs2)on1 (stereo not drawn) | 0.3
CC(C)C(=O)N1CCC1(C)C(=O)NS(=O)(=O)c1cccs1 (stereo not drawn) | -1.9
Cc1cc2c(=O)cc(-c3ccccc3)oc2c(C(=O)O)c1C | 6.1
O=C1C2C3C=CC(CC3)C2C(=O)N1c1ccc(Br)cc1 (stereo not drawn) | 1.0
COc1cc(OC)c(NS(=O)(=O)c2cc(C(=O)NCCCN3CCOCC3)ccc2C)cc1Cl | -1.8
Cc1ccc2oc(=O)c3cnn(CC(=O)N4CCN(c5cccc(C(F)(F)F)c5)CC4)c3c2c1 | -0.9
CC1(C(=O)Nc2ccc3c(c2)OCCO3)CCN1C(=O)c1ccccc1CCc1ccccc1 (stereo not drawn) | 0.9
O=C(CCN1C(=O)CC1c1ccco1)N1CCOCC1 (stereo not drawn) | -1.4
COC(=O)C1=C(C)N(Cc2cccc(C(F)(F)F)c2)C(=NCc2ccccc2)NC1c1ccccc1C(F)(F)F (stereo not drawn) | -2.6
O=C(Nc1cc(C(F)(F)F)ccc1N1CCOCC1)c1cccc(S(=O)(=O)N2CCOCC2)c1 | -9.9
CC(=O)NC(c1ccc(F)c(F)c1)c1nc(-c2cccc(C(F)(F)F)c2)cs1 (stereo not drawn) | 2.4
COc1cc(C(O)c2nc(-c3cccc(NC(C)=O)c3)cs2)ccc1F (stereo not drawn) | -1.3
CC(=O)Nc1cncc(-c2ccccc2F)n1 | 0.5
Cn1c(=O)c2c(nc(NCCCN3CCOCC3)n2Cc2ccc(Cl)c(Cl)c2)n(C)c1=O | -2.2
CCOc1cc(C=NNC(=O)N(c2ccccc2)c2ccccc2)ccc1O | 2.1
CC1(C(=O)Nc2ccc(Cl)c(Cl)c2)CCN1C(=O)CC1CCCC1 (stereo not drawn) | -0.8
CC(=O)Nc1sc2c(c1-c1cc3ccccc3o1)CCNC2 | 1.2
O=S(=O)(CS(=O)(=O)c1ccccc1Br)c1ccccc1Br | 24.6
O=C(Nc1cccc(C(F)(F)F)c1)c1cccc2c(-c3cccnc3)coc12 | 23.4
CO[C@H]([C@H](C)/C=C/N(C)C=O)[C@@H](C)C(O)CC[C@H](C)[C@H](O)[C@H](C)[C@H]1OC(=O)/C=C/C(C)=C/C[C@H](O)C[C@@H]2C=CC[C@@H](C[C@H](OC)[C@@]3(CO3)[C@@H](OC)C[C@@H](OC)[C@@H]1C)O2 (stereo partly drawn) | 27.1
COc1cccc(-c2cnc(C(O)c3c(C)cccc3C)[nH]2)c1 (stereo not drawn) | 1.4
Cc1cc(N2CCCN(C)CC2)n2nc(C)nc2n1 | 10.4
COc1ccc(C(C)(NC(C)=O)c2nc(-c3cccc(NC(C)=O)c3)cs2)cc1 (stereo not drawn) | -0.6
CN(C)c1ccc(C(=N)Cc2ccc3ccccc3n2)cc1 | 1.7
COc1ccc(OC)c(C(O)c2ncc(-c3ccccc3Cl)[nH]2)c1 (stereo not drawn) | 1.8
CCCOc1ccc(/C=C/C(=O)N2CCN(C(=O)c3ccco3)CC2)cc1OC | 0.1
O=C(CCl)NC1(C(=O)O)CCCC1 | -2.8

An excerpt of these results, tab-delimited:
Compound	NSD2 inh
O=S(=O)(CS(=O)(=O)c1ccccc1Br)c1ccccc1Br	24.6
O=C(Nc1cccc(C(F)(F)F)c1)c1cccc2c(-c3cccnc3)coc12	23.4
CO[C@H]([C@H](C)/C=C/N(C)C=O)[C@@H](C)C(O)CC[C@H](C)[C@H](O)[C@H](C)[C@H]1OC(=O)/C=C/C(C)=C/C[C@H](O)C[C@@H]2C=CC[C@@H](C[C@H](OC)[C@@]3(CO3)[C@@H](OC)C[C@@H](OC)[C@@H]1C)O2 (stereo partly drawn)	27.1
COc1cccc(-c2cnc(C(O)c3c(C)cccc3C)[nH]2)c1 (stereo not drawn)	1.4

More entries follow:
SMILES | NSD2 inh
CCCCN(C)c1c(C)nc2ccc(C(=O)NCCc3c[nH]c4ccccc34)cn12 | 1.2
O=C(Nc1ccc(Oc2ccccc2)cc1)c1ccc2nc([C@@H]3O[C@H](CO)[C@H](O)[C@H](O)[C@H]3O)[nH]c2c1 | -0.1
CC(C)C(NC(=O)OCc1ccccc1)C(=O)NC(Cc1c[nH]c2ccccc12)C(=O)O (stereo not drawn) | 0.7
Cc1cc(F)cc(-c2cc(C(=O)NCc3ccccn3)[nH]n2)c1 | -1.2
CCc1nc(CN2CCCC(C(=O)Nc3ccc(-c4cccc(OC)c4)cc3)C2)c(C)[nH]1 (stereo not drawn) | 1.6
CN1C(=O)CC2(C)C1=CCc1scnc12 (stereo not drawn) | 1.1
O=C(NCc1ccc(F)cc1)c1cc(C2CCCCN2C(=O)c2ccccn2)on1 (stereo not drawn) | -0.7
O=C(Nc1ccc(OCCO)cc1)c1csc([C@@H]2O[C@H](CO)[C@H](O)[C@H](O)[C@H]2O)n1 | 11.8
O=S(=O)(c1ccc2c(c1)OCCO2)N1CCN(S(=O)(=O)c2c(F)cccc2F)CC1 | -2.0
CC(=O)c1cccc(NC(=O)C2Cc3c(-c4cccc(F)c4)ccnc3O2)c1 (stereo not drawn) | 7.2
COc1cc(OC)cc(C(C)c2ccc(C)cc2)c1 (stereo not drawn) | -2.2
CCCCCCCCCc1conc1C(=O)CP(=O)(OC)OC | -1.9
